# procasp7 counter: counter-screen for procaspase-3 activators: activators of human procaspase-7; recombinant procaspase-7, Ac-DEVD-pNA absorbance 405 nm; D23A/D198A/D206A triple mutant, cannot self-cleave; scale: DMSO 0, 5 µM enzyme 100; hit rate 0.093% among 330,000; activation, % at 8.5 µM;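 active means percent activation above the screen-wide mean plus 3 SD, cut at about 25% in these data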
#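 Detection: p-Nitroaniline absorbance at 405 nm, read at 0 and 120 min; system: Uncleavable procaspase-7 mutant enzyme; evaluation: % activation from two-timepoint absorbance difference, scaled to controls; times: 1 h enzyme–compound preincubation and 2 h substrate reaction, both 25 °C; buffer or medium: Zinc-free HEPES pH 7.4 with 300 mM NaCl, 0.01% Triton X-100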
# MEP2-GFP yeast: alters MEP2-GFP fluorescence in TOR pathway yeast screen | GFP response vs DMSO, % at 10 µM | S. cerevisiae MEP2-GFP strain, flow cytometry GFP, 3 h; 100% = DMSO control level | hit rate 0.51% among 330,000;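 active means GFP response versus DMSO above a set limit, roughly screen mean plus 3 SD, cut at about 180% in these data; inconclusive means fewer than 70 cells counted for a yeast strain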;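 further: median GFP fluorescence of the barcode-gated MEP2-GFP cells per well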
# proCasp3 act: procaspase-3 (human) activation; P42574; recombinant procaspase-3 D3A, Ac-DEVD-pNA absorbance 405 nm; activation, % at 8.5 µM; hit rate 0.11% among 330,000;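 active means activation above the mean of all tested compounds plus 3 SD, cut at about 21% in these data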;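 further: 0% = DMSO alone and 100% = DMSO wells spiked with extra 5 µM PC-3 D3A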
#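 Technique: 405 nm absorbance of p-nitroaniline, reads at 0 and 120 min; Test system: Procaspase-3 D3A mutant; Incubation: 1 h enzyme-compound preincubation, then 2 h substrate reaction, 25 °C; Repeats: singlicate, each compound tested once; Benchmarks: low control DMSO wells, high control DMSO plus 5 µM PC-3 D3A.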
# LAP4-GFP MLPCN: alters LAP4-GFP fluorescence in TOR pathway yeast screen | AID 2023 | hit rate 0.34% among 320,000 | S. cerevisiae LAP4-GFP multiplex, flow cytometry GFP, 3 h; median GFP as percent of DMSO wells | GFP response vs DMSO, % at 10 µM;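 active means GFP response vs DMSO above a set limit, about the screen mean plus 3 SD, cut at about 150% in these data; inconclusive means under 70 cell events counted for the yeast strain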
# EBNA-1 inh: blocks EBNA-1 binding to DNA. EBNA-1 DNA binding, fluorescence polarization. inhibition, % at 14.8 µM. hit rate 0.34% among 300,000. AID 1950; in the data active means inhibition above about 28%
# RPL19A TOR yeast: yeast TOR pathway RPL19A-GFP modulation; S. cerevisiae RPL19A-GFP strain, flow cytometry, 3 h; hits give low values; percent response vs DMSO, % at 10 µM; hit rate 0.3% among 330,000;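 active means percent response vs DMSO below 50%; inconclusive means fewer than 70 events counted for the yeast strain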;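 further: median channel GFP fluorescence of the barcoded RPL19A-GFP strain; ratio of sample median GFP to plate DMSO average so 100% = DMSO; lower means less RPL19A-GFP as with rapamycin TOR inhibition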
# AHR activator: human AHR activation; P35869; AHR-responsive luciferase reporter cells, luminescence; activation, % at 5 µM; hit rate 2.5% among 320,000; in the data active means activation above about 47%;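 further: 0% = vehicle wells and 100% = reference agonist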
# ZTA DNA inh: counter-screen for EBNA-1 inhibitors: inhibitors of Epstein-Barr virus ZTA | P03206 | ZTA-DNA binding, fluorescence polarization | inhibition, % at 11 µM | hit rate 0.15% among 320,000 | AID 2234; in the data active means inhibition above about 33%
# The depositor's hits bear a star; u = inconclusive; x = not tested or not shown; & = joins results of further samples. Rows are unselected; any-hit rate near 3.8%.
SMILES,procasp7 counter,MEP2-GFP yeast,proCasp3 act,LAP4-GFP MLPCN,EBNA-1 inh,RPL19A TOR yeast,AHR activator,ZTA DNA inh
Cc1ccc(C(C(=O)NC2CCCC2)N(C(=O)c2csnn2)c2ccccc2)o1 (stereo not given),-7,102,-9,92,4,95,-1,4
CC(=O)c1ccc(Oc2cnccn2)cc1,-1,103,-2,93,4,104,5,1
CC(Sc1nc(N)c(NC(=O)c2ccc(Br)o2)c(=O)[nH]1)C(=O)O (stereo not given),-11,88,1,88,13,91,0,14
COc1ccc(C(=O)NCCCNC(=O)c2ccco2)cc1OC,1,107,-2,97,-7,107,1,-9
Cc1cc(C)nc(NS(=O)(=O)c2ccc(N)cc2)n1,6&2,96&105,3&-1,92&110,10&-3,100&100,-2&-1,6&-7
CCCS(=O)(=O)N1CCN(S(=O)(=O)c2ccc(F)cc2)CC1,-5,94,6,98,-2,97,1,-13
CCCc1cc(=O)oc2c3c(cc(OCC(=O)NCCCn4ccnc4)c12)OC(C)(C)CC3,7,98,10,101,4,98,12,7
Cc1ccc(-c2ccc(/C=C(\C#N)C(=O)Nc3cc(C)nn3-c3ccccc3)o2)cc1,-8,109,5,114,-14,112,-1,-11
CCCn1c(SCC(=O)Nc2nnc(C(C)C)s2)nc2c1c(=O)n(C)c(=O)n2C,3,98,-5,89,1,94,-2,6
COc1ccc(NC(=O)N2CCN(S(C)(=O)=O)CC2)cc1,-2,98,6,101,-23,97,0,2
Cc1cc(C)n(C(=O)c2cc3ccccc3c(=O)o2)n1,4,101,5,99,2,103,5,0
CCCOc1ccc(NC(=O)C2OC3OC(C)(C)OC3C3OC(C)(C)OC23)cc1 (stereo not given),-1,101,2,99,1,101,-2,6
COc1ccc(CNC(=O)C2CC(c3cc(C(F)(F)F)cc(C(F)(F)F)c3)=NO2)cc1 (stereo not given),-6,86,5,121,3,90,-2,-11
CCCc1ccc(OCC(O)CN2CCN(C(=O)OCC)CC2)cc1 (stereo not given),1,98,2,85,9,98,0,7
COc1cccc(NC(=O)Nc2ccc(CC(=O)O)cc2)c1,-4,106,2,104,11,103,-3,-6
C#CCC(NC(=O)c1ccc(C#N)cc1)C(=O)NCCC (stereo not given),-2,89,1,99,x,92,0,-5
N=C1c2ccccc2CN1NC(=O)c1cccc(S(=O)(=O)N2CCOCC2)c1,4,105,6,89,10,99,1,9
O=C(/C=C/c1ccccc1)N/C(=C/c1ccccc1)C(=O)Nc1ccccc1O,1,103,4,105,-10,100,74*,5
Cc1cccc(NC(=O)CC2SC(=NC3CCCCC3)NC2=O)c1 (stereo not given),4,94,-5,96,-2,x,15,0
CCC(C(=O)NCCC1=CCCCC1)c1ccccc1 (stereo not given),4,96,1,91,7,102,1,-4
CC1CC(C)CN(S(=O)(=O)CC23CCC(CC2=O)C3(C)C)C1 (stereo not given),-3,107,-6,98,-11,103,1,5
O=C(NN(c1ccccc1)c1ccccc1)c1ccc([N+](=O)[O-])o1,-4,89,1,119,6,101,-3,9
Cc1occc1-c1nnc(SCC(=O)c2ccc(F)cc2)o1,-3,103,4,98,4,98,-6,-26
COc1cccc(CNC(=O)COC(=O)C2CC3CCCC(C2)C3=O)c1 (stereo not given),-5,105,-1,106,-5,100,-2,15
Cc1cc(C(=O)NCCN2CCN(c3cccc(Cl)c3)CC2)n(-c2ccccc2)n1,4,97,-1,102,8,96,2,-10
Cc1ccc(-n2c(-c3ccco3)nc3nc4ccccc4nc32)cc1F,15,108,-6,103,13,97,10,4
Cc1ccc(NC(=O)CSCC(=O)N(C)Cc2ccc(Cl)c(Cl)c2)cc1,8,103,-4,105,x,102,-1,2
CCCn1c(SCC(=O)Nc2cc(S(=O)(=O)N(C)C)ccc2OC)n[nH]c1=O,-8,107,-3,106,8,103,2,22
CCN(c1ccccc1)S(=O)(=O)c1ccc(Cl)c(C(=O)N(CC2CCCO2)C2CCS(=O)(=O)C2)c1 (stereo not given),0,88,-2,107,-6,91,-2,0
O=C(O)c1ccc(NS(=O)(=O)c2cccc3cccnc23)cc1,0,107,4,100,12,101,-1,17
Cc1ccc(-n2ncc3c2CC(C)(C)CC3NC(=O)CCc2ccc(=O)[nH]n2)cc1 (stereo not given),9,100,0,108,7,99,-1,-5
O=C(N/N=C/C=C\c1cccc([N+](=O)[O-])c1)c1ccccn1,-2,110,4,90,0,106,17,-4
CCOC(=O)N1CCN(c2cc(=O)n(-c3cccc(C)c3)c(=O)[nH]2)CC1,-3,98,-10,92,-2,104,0,-12
Cc1ccn2c(C=O)c(-c3ccc(F)cc3)c(C=O)c2c1,3,88,-5,u,3,89,-3,20
CC1CC(C)CN(CCCNC(=O)c2ccc3c(c2)ncn3C2CCCC2)C1 (stereo not given),1,99,0,93,7,99,9,1
Cc1cc(C(=O)OCC(=O)Nc2cccc(S(N)(=O)=O)c2)c(C)o1,4,103,13,98,x,99,0,x
Cc1ccccc1N1CCN(Cc2c(C#N)c3ccccc3n2C)CC1,6,93,-1,109,-4,92,-1,12
Cc1ccnc(NS(=O)(=O)c2ccc(NC(=O)c3ccc([N+](=O)[O-])s3)cc2)n1,0,105,-6,98,-5,103,1,-6
C=CCN1C(=O)c2ccc(C(=O)N3CCN(S(=O)(=O)c4cccc(F)c4)CC3)cc2C1=O,2,103,-2,108,-14,103,0,-12
Cc1cc(C)c(/C=N/NC(=O)c2nnn(-c3nonc3N)c2COc2ccc(F)cc2)c(C)c1,6,93,2,104,3,96,-1,5

# 4 compounds already listed, sorted by molar mass, lowest first:
SMILES,procasp7 counter,MEP2-GFP yeast,proCasp3 act,LAP4-GFP MLPCN,EBNA-1 inh,RPL19A TOR yeast,AHR activator,ZTA DNA inh
CCC(C(=O)NCCC1=CCCCC1)c1ccccc1 (stereo not given),4,96,1,91,7,102,1,-4
O=C(N/N=C/C=C\c1cccc([N+](=O)[O-])c1)c1ccccn1,-2,110,4,90,0,106,17,-4
Cc1occc1-c1nnc(SCC(=O)c2ccc(F)cc2)o1,-3,103,4,98,4,98,-6,-26
CCOC(=O)N1CCN(c2cc(=O)n(-c3cccc(C)c3)c(=O)[nH]2)CC1,-3,98,-10,92,-2,104,0,-12

# (next part)
SMILES,procasp7 counter,MEP2-GFP yeast,proCasp3 act,LAP4-GFP MLPCN,EBNA-1 inh,RPL19A TOR yeast,AHR activator,ZTA DNA inh
CCn1c(CC(C)C)n[nH]c1=S,-12,93,-3,98,8,96,0,14
Cc1cc[n+](CC(=O)c2cccc([N+](=O)[O-])c2)c2ccccc12,-7,105,-4,85,-15,100,20,-2
CC(C)Oc1ccc(C2CC(=O)N(c3cccc(/C=C/C(=O)O)c3)C2=O)cc1 (stereo not given),12,103,-10,96,13,102,1,7
COCc1nc2ccccc2n1CCc1ccccc1,11,108,4,91,2,103,2,17
O=C(CNC(=O)c1ccco1)NNC(=O)c1n[nH]c(=O)c2ccccc12,-6,101,-2,98,x,99,4,x
CCC1Oc2ccc(C)cc2N(CC(=O)NCc2cccs2)C1=O (stereo not given),-3,105,6,101,-5,94,4,-17
O=C(NCc1ccccc1)c1ccc(F)c(F)c1,0,102,9,107,-10,101,1,-9
Cc1ccc2nc(-c3ccncc3)cc(C(=O)Nc3ccc(OC(F)F)cc3)c2c1,1,110,1,98,-2,102,2,-2
COc1ccc2oc(=O)c(C(=O)NC(C)c3ccccc3)cc2c1 (stereo not given),2,110,1,108,1,99,3,8
CCOC(=O)C1CCN(Cc2ccc(Cl)c(Cl)c2)CC1,4,93,2,91,46*,92,-1,1
CCCC(C)C(=O)Nc1nc(C)c(-c2csc(Nc3cc(Cl)ccc3C)n2)s1 (stereo not given),-8,92,0,112,3,98,41,-8
COc1ccc(CNCCC(c2ccc(OC)cc2)c2ccccc2OC)cc1 (stereo not given),-1,104,-5,95,-2,107,2,-10
COc1ccc(N(Cc2cc3ccc(C)cc3[nH]c2=O)C(=O)c2ccco2)cc1,7,104,-4,92,-3,99,0,4
CC(=O)CCC(=O)OCC(=O)Nc1ccc(SC(F)F)cc1,-4,107,3,98,-8,110,4,1
COc1cc(C2=NOC(C(=O)N3CCOCC3)C2)cc(OC)c1OC (stereo not given),-5,101,10,102,-5,99,11,1
CCS(=O)(=O)c1nc(S(=O)(=O)c2ccc(C)cc2)c(N2CCC(O)CC2)s1,6,105,1,99,-15,101,2,0
CCC(=O)c1ccc(OCC(O)CN(C)C2CCCCC2)cc1 (stereo not given),14,100,7,105,5,101,2,2
COc1cccc(=O)c2c(C)n(-c3cc(C)cc(C)c3)c(C)c12,-8,98,1,110,0,95,-1,4
CCOC(=O)c1sc(NC(=O)c2c(C)nn(Cc3ccccc3)c2C)cc1C,7,106,1,96,4,95,13,-22
CN1CCC[C@@H]1CCNC(=O)c1c(-c2ccc3c(c2)OCO3)noc1-c1ccsc1,12,89,-1,88,x,91,3,x
S=C(NN=C(C1CC1)C1CC1)Nc1ccccc1,-7,97,-10,111,9,97,1,-1
COC(=O)c1ccccc1NC(=O)C1CC(=O)N(c2ccc(C)cc2)C1 (stereo not given),-14,101,5,106,2,101,-2,0
CCCOc1ccc(NCC(=O)Nc2ccc(C)cc2C)cc1,5,101,-5,92,-4,101,-6,0
OC(CCN1CCCCC1)c1ccc(-c2ccccc2)cc1 (stereo not given),7,140,2,111,4,106,1,-8
O=C(CSc1ncccc1C(=O)O)NC1CCCCCCC1,13,102,1,109,11,105,1,0
CC1CCC(NC(=O)CSc2ccc(S(=O)(=O)N(C)C)cn2)CC1 (stereo not given),7,99,13,95,x,94,2,6
COc1cccc(CNC(=O)CCC(=O)N2CCOCC2)c1,3,94,5,89,x,88,0,11
Cc1ccc(S(=O)(=O)N2CCCCC2)cc1NC(=O)c1ccc(Cl)nc1,10,92,8,99,x,99,75*,1
COc1ccccc1NC(=O)CSc1nc2ccccc2c(=O)n1C,-14,77,-10,73,-8,83,1,7
Cn1c2c(c(=O)n(C)c1=O)C1c3cc(Cl)ccc3OCC1CO2 (stereo not given),10,102,-4,98,-3,100,1,-13

# Looked up one by one from above (2):
SMILES,procasp7 counter,MEP2-GFP yeast,proCasp3 act,LAP4-GFP MLPCN,EBNA-1 inh,RPL19A TOR yeast,AHR activator,ZTA DNA inh
Cn1c2c(c(=O)n(C)c1=O)C1c3cc(Cl)ccc3OCC1CO2 (stereo not given),10,102,-4,98,-3,100,1,-13
CCCOc1ccc(NCC(=O)Nc2ccc(C)cc2C)cc1,5,101,-5,92,-4,101,-6,0

# (next part)
SMILES,procasp7 counter,MEP2-GFP yeast,proCasp3 act,LAP4-GFP MLPCN,EBNA-1 inh,RPL19A TOR yeast,AHR activator,ZTA DNA inh
Cn1c(=O)n(Cc2ccc(F)cc2)c(=O)c2c1nc1n2CCCN1Cc1ccccc1,9,93,4,101,12,101,16,6
Cc1ccc(C(C(=O)NC2CCCC2)N(C(=O)c2csnn2)C2CCCC2)o1 (stereo not given),-4,100,-7,93,12,101,0,-6
Cc1c(C(=O)N2CCN(c3ccccn3)CC2)oc2c1C(=O)CC(C)(C)C2,0,97,3,110,7,99,44,9
Cc1nc2c3ccccc3nc(NNC(=O)CCC(=O)NCCC(C)C)n2n1,1,133,7,110,8,107,-2,-6
Cc1ccc([N+](=O)[O-])cc1-c1ccc(/C=C(\C#N)c2[nH]nc(N)c2C#N)o1,-2,102,-7,96,19,98,29,10
Cc1cccc(C(=O)NNC(=O)c2ccc(S(=O)(=O)N3CCOCC3)cc2)c1,8,108,9,94,1,107,-2,-3
Cc1ccc(NC(=O)CSc2nc3ccccc3c(=O)n2CCCN2CCCCC2)cc1C,9,99,-2,104,-12,94,-1,7
